# Assay outcomes (PubChem)
# TrxR1 inh = inhibitors of rat thioredoxin reductase 1 | Potency, µM (series often up to 114 µM), for inactives: at the highest dose activity change, negative = inhibition, most hits filed as inhibitors | O89049 | 390,000 tested, 1% active | recombinant rTrxR1, NADPH fluorescence consumption, selenite substrate; note: potency is the fitted concentration of half-maximal effect; % is set by controls: 0 for no effect and ±100 for the full control effect; nearly all actives have a fitted effect of over 65% in size
#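 Rat TrxR1 (90 nM in the dispensed reagent) was pre-reduced with 400 uM NADPH for 5 min at room temperature, then incubated with compound for 15 min. After 400 uM selenite was added, NADPH fluorescence (Ex 340/Em 450 nm) was followed for 8 min.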
# LDHA block = inhibitors of human lactate dehydrogenase A; P00338; 480,000 tested, 0.15% active; activity change, % (values are at about 110 or 230 µM); purified LDHA, NADH/diaphorase-resazurin fluorescence; stronger effect = lower value; in the data active = activity change below about -30%; inconclusive = mostly about -25% to -30%;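 note: plate controls were DMSO wells for no effect and wells without enzyme for full effect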
#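 Enzyme activity of human lactate dehydrogenase 5 (2 nM; 0.06 mM NADH, 0.2 mM pyruvate, 5 min, RT) is measured via a resazurin/diaphorase fluorescence readout of residual NADH.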
# GRP78 ERSR act = induces the endoplasmic reticulum stress response in human glioma cells | U87-MG GRP78 promoter luciferase reporter, 16 h | Potency, µM, for the others: top-dose activation, most hits filed as activators | 420,000 tested, 0.02% active | AID 602332; note: potency is the fitted concentration of half-maximal effect; series mostly up to about 76 µM; % of control where 0% means no effect; nearly all actives have a fitted effect of over 35% in size
#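 Stably transfected U87-MG human glioma cells carrying a GRP78-based luminescent sensor were seeded at 1000 cells/well, pin-dosed with compounds and incubated 16 h. Luciferase reagent was then added, and end-point luminescence was read after 10 min at room temperature.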
# RGS4 inh = inhibitors of human regulator of G protein signaling 4 | P49798 | Transcreener GDP fluorescence polarization, RGS4-accelerated GTP hydrolysis | Potency, µM (titrated, usually from 114 µM), for the others: top-dose activity change, negative = inhibition, usual class: inhibitors | 390,000 tested, 0.039% active | AID 504845; note: potency is the fitted concentration of half-maximal effect; % is set by controls: 0 for no effect and ±100 for the full control effect; nearly all actives have a fitted effect of over 75% in size; some results filed as inactive show a strong effect at the top dose
# Target sequence (P49798 whole entry, looked up): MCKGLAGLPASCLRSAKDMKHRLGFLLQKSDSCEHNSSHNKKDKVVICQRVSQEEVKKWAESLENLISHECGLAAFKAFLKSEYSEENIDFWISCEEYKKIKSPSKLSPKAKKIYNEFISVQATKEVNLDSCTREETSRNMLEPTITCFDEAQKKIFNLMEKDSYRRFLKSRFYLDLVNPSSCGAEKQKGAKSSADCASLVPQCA
#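 MLSMR compounds (23 nl, pin-transferred) preincubated 10 min at room temperature with a 500nM (2x) first reagent, then RGS4 at 900nM (2x) plus Transcreener GDP mix added; fluorescence polarization (620/688 nm) read before and after 90 min at 30 °C.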
# Vif-APOBEC3F blk = blocks the Vif interaction with APOBEC3F. HeLa A3F-eYFP + Vif (tagged APOBEC3F with the HIV-1 protein that degrades it), YFP fluorescence increase. Potency, µM (top dose mostly 46.1 µM), for the others: at the highest dose activity, negative = active. 390,000 tested, 0.2% active. AID 602313; note: potency is the fitted concentration of half-maximal effect; % of control where 0% means no effect; nearly all actives have a fitted effect of over 65% in size
#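 Fluorescence increase (Ex 488/Em 500-530) after overnight compound treatment at 37 deg C flags inhibition of Vif-driven A3F-eYFP loss in stable HeLa A3F-eYFP/Vif cells seeded overnight beforehand.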
# IDH1 R132H inh = blocks human mutant IDH1 R132H enzyme; IDH1-R132H enzyme, NADPH consumption, diaphorase/resazurin fluorescence; Potency, µM (doses to about 76.6 µM), without a hit: top-dose activity change, negative = inhibition, usual class: inhibitors; 390,000 tested, 0.093% active; note: potency is the fitted concentration of half-maximal effect; % is set by controls: 0 for no effect and ±100 for the full control effect; nearly all actives have a fitted effect of over 65% in size
# Target sequence (O75874 whole entry R132H, stated change not applied): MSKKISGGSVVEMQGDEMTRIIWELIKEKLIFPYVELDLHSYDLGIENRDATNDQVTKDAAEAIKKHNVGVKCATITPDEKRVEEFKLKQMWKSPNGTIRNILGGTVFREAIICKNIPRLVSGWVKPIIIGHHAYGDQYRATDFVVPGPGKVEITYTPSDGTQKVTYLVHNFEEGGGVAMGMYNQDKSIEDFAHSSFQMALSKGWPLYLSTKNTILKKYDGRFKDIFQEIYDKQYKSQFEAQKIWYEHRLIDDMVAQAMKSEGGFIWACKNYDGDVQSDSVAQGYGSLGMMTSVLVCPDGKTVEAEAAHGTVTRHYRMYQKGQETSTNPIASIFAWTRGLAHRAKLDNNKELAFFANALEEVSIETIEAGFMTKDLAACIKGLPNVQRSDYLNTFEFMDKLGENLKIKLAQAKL
#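 IDH1-R132H (0.5 ug/mL dispensed) in pH 7.5 Tris buffer was preincubated 30 min with compound, then given a substrate mix of 0.016 mM NADPH and 2 mM alpha-KG for 80 min at room temperature; remaining NADPH was read by diaphorase/resazurin fluorescence.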
# TrxR1 substrate = rat thioredoxin reductase 1 substrate activity; O89049; purified TrxR1 substrate turnover, NADPH consumption readout; Potency, µM (top dose mostly 114 µM), for inactives: top-dose activity change, negative = substrate turnover; 390,000 tested, 0.01% active; AID 588456; note: potency is the fitted concentration of half-maximal effect; % is set by controls: 0 for no effect and ±100 for the full control effect; nearly all actives have a fitted effect of over 50% in size
#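 Rat TrxR1, dispensed at 90 nM, was prereduced with 400 uM NADPH (final) for 5 min at ~22 deg C, then incubated with compound 15 min before 400 uM selenite. A first-read NADPH fluorescence drop versus no-compound background flagged substrates.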
# USP1-UAF1 inh = inhibitors of human USP1/UAF1 deubiquitinase; O94782; recombinant USP1/UAF1, Ub-Rhodamine cleavage fluorescence; Potency, µM (doses to about 57.1 µM), for the others: at the highest dose activity change, negative = inhibition, usual class: inhibitors; 390,000 tested, 0.23% active; AID 743255; note: potency is the fitted concentration of half-maximal effect; % is set by controls: 0 for no effect and ±100 for the full control effect; nearly all actives have a fitted effect of over 60% in size; inactives centre near -12
#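 1 nM enzyme complex + cpd, 15 min RT; start with Ub-Rho 150nM final; kinetic fluorescence ex 480/em 540, 6 reads q60 s. Buffer 50mM HEPES pH 7.8, 0.5mM EDTA, 0.1 mg/ml BSA, 1mM TCEP, 0.01% Tween-20.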
# Vif-APOBEC3G blk = Vif-A3G binding inhibition; HeLa A3G-eYFP + Vif (tagged APOBEC3G with the HIV-1 protein that degrades it), YFP fluorescence, overnight; Potency, µM (doses to about 46.1 µM), for the others: at the highest dose activity, negative = active, actives largely listed as inhibitors; Q9HC16; 410,000 tested, 0.076% active;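 note: potency is the fitted concentration of half-maximal effect; % is set by controls: 0 for no effect and ±100 for the full control effect; nearly all actives have a fitted effect of over 60% in size; hits raise eYFP signal because A3G escapes Vif-driven loss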
# Target sequence (Q9HC16 whole entry, looked up): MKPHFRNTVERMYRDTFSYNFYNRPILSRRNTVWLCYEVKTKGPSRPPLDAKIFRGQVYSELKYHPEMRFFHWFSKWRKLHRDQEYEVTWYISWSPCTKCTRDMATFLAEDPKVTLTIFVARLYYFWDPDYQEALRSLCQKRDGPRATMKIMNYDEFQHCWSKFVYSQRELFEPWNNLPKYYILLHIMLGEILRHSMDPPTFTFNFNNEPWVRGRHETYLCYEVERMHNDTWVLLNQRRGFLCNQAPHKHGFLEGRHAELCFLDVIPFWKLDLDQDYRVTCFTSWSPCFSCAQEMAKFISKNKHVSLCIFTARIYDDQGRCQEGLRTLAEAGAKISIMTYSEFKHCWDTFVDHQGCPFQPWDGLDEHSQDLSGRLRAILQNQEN
#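 Read-out is eYFP fluorescence (Ex 488/Em 500-530) from Vif-expressing HeLa A3G-eYFP cells; more signal means A3G escaped Vif-mediated degradation. Cells plated overnight, compound pinned in, incubated overnight at 37 deg C.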
# Starred values were filed as active, the others as inactive; ? = inconclusive; nt = no result given; & = joins results of further samples; [ ] = dose if it differs, or a comment. Unless noted, calls come from the whole dose curve; as a rule, active = well fitted curve in the direction sought with a large enough effect; inconclusive = small, poorly fitted or top-dose-only effect, or another doubt; inactive = no such curve, though single readings can be large; an effect the other way counts as inactive or inconclusive.
SMILES,TrxR1 inh,LDHA block,GRP78 ERSR act,RGS4 inh,Vif-APOBEC3F blk,IDH1 R132H inh,TrxR1 substrate,USP1-UAF1 inh,Vif-APOBEC3G blk
Cn1c(SCC(=O)Nc2ccc(Br)cn2)nnc1C1CC1,-9%,-2,-1%,9%,3%,-7%,-5%,-23%,1%
Cc1cc(C(F)(F)F)nc(NNc2nc(C)cc(C(F)(F)F)n2)n1,nt,-5,-7%,nt,-9%,-4%,nt,-2%,-3%
O=C(Nc1cc2c3c(c1)C1CCCC1CN3CC1CCCC21)c1ccc([N+](=O)[O-])cc1 (stereo not drawn),28%[57.1 µM],0,-3%,-4%[11.4 µM],-11%,3%,-2%[57.1 µM],-19%,1%
O=C(NC(=O)c1ccccc1)Nc1ccccc1O,-2%,0,-8%,-13%,-22%,0%,-11%,0%,-12%
CN(C)c1ccc2c(c1[N+](=O)[O-])Cc1ccccc1-2,-7%,-8,11%,-32%,-7%,2%,-7%,-21%,-7%
CC1(C)CC(=O)c2sc(NS(=O)(=O)c3cc(Cl)ccc3Cl)nc2C1,8%[57.1 µM],-10,0%,-6%,9%,-1%,2%[57.1 µM],-18%,0%
CN(CC(=O)OCC(=O)Nc1ccccc1)S(=O)(=O)c1ccc(Cl)cc1,0%,-2,-6%,10%,nt,-1%,-5%,-20%,1%
NNC(=O)c1cc2c(ccc3ccccc32)o1,6%[57.1 µM],-7,9%,7%,-11%,15%,3%[57.1 µM],?,-5%
CCCS(=O)(=O)c1c(S(=O)(=O)CCC)c2c3ccccc3ccn2c1C(N)=O,4%,-2,-1%,-18%,5%,0%,5%,-12%,-6%
CCOc1ccc(Nc2nc3c(S(=O)(=O)c4ccc(CC)cc4)nnn3c3ccc(Cl)cc23)cc1,39%[activator],-8,-2%,5%,-4%,-2%,7%,-21%,5%
O=C(NC1CCCCC1)C(c1ccc(O)cc1)N(C(=O)c1cnccn1)c1cccc(F)c1 (stereo not drawn),1%,-1,-4%,8%,0%,-4%,2%,-22%,1%
Cc1sc2nc(CN(C(=O)c3cccs3)C3CCCC3)[nH]c(=O)c2c1C,-3%,-8,-4%,7%,6%,0%,-8%,-7%,2%
COc1ccc(S(=O)(=O)N2CCN(C(=O)C3CC(=O)N(c4ccccc4F)C3)CC2)cc1OC (stereo not drawn),16%,-5,-4%,14%,8%,2%,2%,-12%,5%
Cc1ccc(S(=O)(=O)N2CCN(C(=O)c3ccccc3)CC2)cc1,5%,0,1%,-16%,2%,-7%,6%,-15%,0%
COc1ccc(OC)c(NCc2nnc(-c3ccccc3)o2)c1,38%,3,-1%,4%,0%,-6%,7%,-16%,-6%
Cc1cccnc1NC(=O)c1ccc2nc(N)sc2c1,10%[57.1 µM],-3,4%,-28%,5%,6%,9%[57.1 µM],-6%,-10%
Cc1cc(C)c2nc(N3CCCC3)c(C#N)cc2c1,12%,-4,-1%,16%,nt,6%,8%,-13%,-4%
CCC(c1c(C)n(C)n(-c2ccccc2)c1=O)c1c(C)n(C)n(-c2ccccc2)c1=O,-6%,-7,-2%,-15%,1%,3%,-8%,-7%,-2%
COc1ccc(N2CCN(C(=O)COC(=O)CCOc3cc(C)ccc3C)CC2)cc1,7%,0,-4%,-24%,?,11%,-10%,-19%,-1%
Cc1cccc(NC(=O)NNC(=O)c2cc3ccccc3cc2O)c1C,22%[57.1 µM],-2,-1%,-29%,2%,-1%,7%,?,1%
CCOC(=O)c1ccc(-c2c(-c3ccc4c(c3)OCO4)noc2-c2ccsc2)cc1F,-6%&25%,-6,-3%&-2%,6%,-4%,2%,-10%&1%,-18%,2%&-1%
CC(CCc1ccccc1)NC(=O)CN1CCc2ccccc2C1 (stereo not drawn),5%[57.1 µM],-1,-4%,?,-2%,-1%,9%,-4%,-1%
Cc1ccc(N(CC(=O)NC(C)(C)C)C(=O)CCC(=O)Nc2nccs2)cc1C,4%,-5,-4%,34%,-19%,-9%,0%,-5%,-1%
COc1ccc(S(=O)(=O)N2CCN(Cc3c[nH]c4ccccc34)CC2)cc1,15%[57.1 µM],0,-5%,-42%,-8%,14%,-8%[57.1 µM],-20%,-1%
CC1CN(C(=S)Nc2ccccc2)N(c2ccccc2)C1 (stereo not drawn),13%,0,-4%,-1%[11.4 µM],-9%,7%,8%,?,4%
Cc1cccc(NC(=O)[C@H](Cc2c[nH]c3ccccc23)NC(=O)[C@@H]2Cc3ccccc3CN2)c1,8%,-1,18%,-4%,4%,-8%,-3%,?,-1%
C=CCN=C1N[C@@H](c2ccccc2)C(C(=O)OC)=C(C)N1CC,10%,-2,-4%,-2%,2%,-6%,0%,-19%,1%
Cc1nc2ccccc2nc1N1CCCC1,21%,-12,-2%,8%,-16%,6%,4%,-8%,-1%
COc1ccc(NC(=O)N2CCn3c2nc2ccccc23)cc1,5%[57.1 µM],-2,2%,11%,-17%,9%,6%[57.1 µM],-4%,-1%
CCc1ccc(-n2c(=O)c3c4c(sc3n(CC(=O)N3CCC(C)CC3)c2=O)CCC4)cc1,12%,-5,-3%,15%,-1%,-6%,2%,-21%,-1%
O=C1CN(c2ccccc2)C(=S)N1C(=O)c1ccc(Br)cc1,-37%,-5,-2%,-43%,-3%,23%,9%[57.1 µM],-19%,-5%
CC(C)CCNC(=O)c1cnc2sc(N3CCCCCC3)nn2c1=O,7%[57.1 µM],0,-1%,-12%,0%,9%,49%[activator][57.1 µM],-28%,1%
COc1ccc2nc(N/C(N)=N/C(=S)Nc3cccc(C)c3)nc(C)c2c1,18%,-5,-3%,-25%,2%,3%,16%,-7%,-11%
Brc1ccc(-n2cc(-c3ccccc3)c3c(NN4CCOCC4)ncnc32)cc1,-9%,-1,-4%,-8%,-7%,1%,-12%,1%,1%
COc1ccccc1NC(=O)c1ccc(NC(=O)C2CC2C)cc1 (stereo not drawn),6%,-4,-1%,-11%,1%,8%,-1%,-11%,-2%
O=C(CC(O)(CC(=O)OCc1ccccc1)C(=O)OCc1ccccc1)OCc1ccccc1,24%,1,-5%,-4%,1%,6%,0%,?,3%
O=C(NC(=O)c1c(F)cccc1F)Nc1ccccc1SC(F)F,11%,-1,2%,8%,12%,3%,-1%,-17%,1%
O=C(CSCc1ccc(Cl)cc1)Nc1cccc(C(=O)Nc2ccccc2C(=O)O)c1,18%[57.1 µM],-4,11%,-6%,6%,-1%,5%,-21%,3%
CCOc1cc(CNCc2ccc3c(c2)OCO3)ccc1OC,13%,-2,-1%,7%,1%,-1%,-2%,-13%,10%
CCOC(=O)c1cccc(NC(=O)C(Cc2ccccc2)NS(=O)(=O)c2cccc3nsnc23)c1 (stereo not drawn),20%,2,-4%,-5%,0%,8%,-3%,-9%,-4%
CC(=O)Nc1ccc(S(=O)(=O)Nc2ccc3c(c2)n(C)c(=O)n3C)c(C)c1,-7%&11%,0&2,3%&2%,5%&7%,-12%&-9%,6%&0%,-9%&-1%,-22%&-14%,0%&-4%
Cc1cccc(-c2nc(Cn3c(=O)cc(-c4ccccc4)c4c(C)nn(C)c43)c(C)o2)c1,35%[57.1 µM],2,-5%,-4%,5%,13%,16%[57.1 µM],-5%,1%
CCN1CCN(CCCNC(=O)c2cnn(-c3ccccc3Cl)c2C2CCN(C(=O)OC(C)(C)C)CC2)CC1,12%,-8,-3%,30%,-1%,29%,0%,?,0%
COC(=O)/C(=C\C(=O)c1ccc([N+](=O)[O-])cc1)Nc1ccc(OC)cc1,22%[57.1 µM],11,-3%,-29%,4%,8%,4%[57.1 µM],-4%,-4%
Nc1c(C=C2C=CC(=O)C=C2)c(=O)nc2snc(SCc3ccccc3)n12,-4%,-15,-4%,9%,-12%,-12%,-14%,-7%,-6%
COc1cccc(-n2c(=O)c3sc4ccccc4c3n(CC(=O)Nc3ccc(F)cc3F)c2=O)c1,20%,1,-4%,8%,?,-13%,18%,-20%,-18%
COc1ccccc1OCc1ccc(C(=O)NCC2CCCO2)cc1 (stereo not drawn),12%,-2,0%,-14%,6%,4%,1%,-22%,-1%
CCCNC(=O)CCc1c(C)nc2nc(-c3cc(OC)cc(OC)c3)nn2c1C,12%&-1%,-8&1,-3%&-7%,7%,-4%&0%,-9%&3%,0%&-4%,-8%&-21%,-34%&-3%
Cc1c(C(=O)NCCSCc2c(F)cccc2Cl)cnn1-c1ccc(Cl)cc1,12%[57.1 µM],-7,-2%,3%,-13%,2%,-3%,-19%,5%
Cc1c(C(=O)Nc2ccc(S(N)(=O)=O)cc2)oc2ccc(Cl)cc12,19%[57.1 µM],-1,-4%,?,4%,4%,9%[57.1 µM],-8%,1%

# Only part of the results is shown; the hit share may differ from the screen's.
